Bioassay records as filed in PubChem.
TbREL1 inh = TbREL1 inhibition, primary screen. AID 1117264. TbREL1 RNA ligation, FRET fluorescence. P86926. 89,000 compounds, 0.49% hits. inhibition, % at 9.66 µM;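 active = inhibition above the mean inhibition across all screened compounds plus 3 SD, cut at about 11% in these data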;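 note: 0% = plate median of test wells and 100% = NSC42067 control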
Target sequence (P86926 whole entry, looked up): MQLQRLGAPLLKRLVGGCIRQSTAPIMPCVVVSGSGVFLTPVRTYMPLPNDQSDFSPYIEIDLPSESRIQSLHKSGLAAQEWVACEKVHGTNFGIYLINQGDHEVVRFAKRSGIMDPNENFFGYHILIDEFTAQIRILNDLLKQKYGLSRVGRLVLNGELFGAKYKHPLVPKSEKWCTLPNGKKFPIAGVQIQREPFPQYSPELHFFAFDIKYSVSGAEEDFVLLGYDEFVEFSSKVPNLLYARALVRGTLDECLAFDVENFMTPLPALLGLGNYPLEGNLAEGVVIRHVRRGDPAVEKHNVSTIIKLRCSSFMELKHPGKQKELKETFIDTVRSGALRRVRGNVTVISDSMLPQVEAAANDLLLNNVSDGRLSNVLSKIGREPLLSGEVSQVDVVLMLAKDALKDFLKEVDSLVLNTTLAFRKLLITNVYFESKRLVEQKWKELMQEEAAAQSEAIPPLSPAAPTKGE
The depositor's hits bear a star. Not all compounds are listed; the hit share may differ from the screen's.

What do the screens show for `CCCCN(C(=O)Cc1ccc2c(c1)OCCO2)c1c(N)n(CCC)c(=O)[nH]c1=O`?
TbREL1 inh: 7

What do the screens show for `CCN(C(=O)COC(=O)c1ccc2c(=O)n3c(nc2c1)CCC3)C1CCS(=O)(=O)C1` (stereo not given)?
TbREL1 inh: 1

What do the screens show for `O=C(Nc1ccc2oc(-c3ccncc3)nc2c1)c1ccc(Br)o1`?
TbREL1 inh: 4

How did O=C(Nc1ccccc1)OC1CC2CC1[C@H]1CCCCN1[C@H]2Cc1ccccc1 (stereo not given in full) do in these assays?
TbREL1 inh: 2

How did CCN(C[C@H]1N[C@@](C)(C(=O)OC)[C@H]2C(=O)N(Cc3ccccc3)C(=O)[C@@H]12)C(=O)c1ccc(C(C)(C)C)cc1 do in these assays?
TbREL1 inh: 2

How did C#CC[N+](C)(C)C(C#Cc1ccccc1)CC=C (stereo not given) do in these assays?
TbREL1 inh: 2

What do the screens show for `O=c1c2cnn(-c3ccccc3)c2nc(-c2cccs2)n1-c1cccc(Cl)c1`?
TbREL1 inh: 5

Results for NS(=O)(=O)c1ccc(CCNC(=O)c2cncc(Br)c2)cc1 ?
TbREL1 inh: -4

What do the screens show for `Fc1ccc(NC(=S)NC2CC3CCC(C2)N3Cc2ccco2)cc1` (stereo not given)?
TbREL1 inh: -4

How did CC(=O)OC1(C(F)(F)F)Oc2ccccc2NC1=O (stereo not given) do in these assays?
TbREL1 inh: 0

Results for O=C(CSc1ccc(-c2ccccn2)nn1)Nc1nccs1 ?
TbREL1 inh: 1

What do the screens show for `O=c1cc[nH]c2c(C(F)(F)F)cccc12`?
TbREL1 inh: 0

How did O=S(=O)(c1ccccc1C(F)(F)F)N1CCN(S(=O)(=O)c2ccccc2C(F)(F)F)CC1 do in these assays?
TbREL1 inh: 1

Results for CCN(CC)C(=O)C1CCCN(c2ccc([N+](=O)[O-])cc2/C=N/NC(=O)c2cccc(Br)c2)C1 (stereo not given) ?
TbREL1 inh: 0

What do the screens show for `Cc1ccc(S(=O)(=O)N2CCCC(C(=O)NCc3ccccn3)C2)cc1` (stereo not given)?
TbREL1 inh: 0

What do the screens show for `Cc1cccc(N(C(=O)c2snc(C(N)=O)c2N)C(C(=O)NCC2CCCO2)c2ccc3ncccc3c2)c1` (stereo not given)?
TbREL1 inh: -4

How did NS(=O)(=O)c1ccc(Nc2nc(-c3ccc4ccccc4c3)cs2)cc1 do in these assays?
TbREL1 inh: 4

What do the screens show for `CCOC(=O)[C@]12CCC=C1N(Cc1ccc3c(c1)OCO3)C(=O)[C@H](CC(=O)NCC13CC4CC(CC(C4)C1)C3)C2`?
TbREL1 inh: 1

How did CC(=O)Nc1nnc(SCC(=O)NC2CCCC2)s1 do in these assays?
TbREL1 inh: 1

Results for N#C/C(=C/c1cccc([N+](=O)[O-])c1)c1nnc2n1CCCCC2 ?
TbREL1 inh: 0

What do the screens show for `CNc1ccc(Br)cc(C(=O)/C=C/c2cc(OC)ccc2OC)c1=O`?
TbREL1 inh: 9

What do the screens show for `N#Cc1nc(COc2ccc(F)cc2)oc1NCCN1CCOCC1`?
TbREL1 inh: -3

What do the screens show for `COC(=O)[C@]12C[C@H](CC(=O)N3CCN(C(=O)C4CC4)CC3)C(=O)N(Cc3ccc(Cl)cc3Cl)C1=C[C@H](C1CCCC1)O[C@@H]2C`?
TbREL1 inh: 6

How did Cc1cc(/C=N/Nc2nc(N3CCOCC3)nc(N3CCOCC3)n2)c(C)n1-c1ccccc1 do in these assays?
TbREL1 inh: 5

What do the screens show for `c1cc(CSc2nnc(-c3ccc4c(c3)OCO4)o2)ccn1`?
TbREL1 inh: 5

What do the screens show for `COc1ccc(C(=O)N[C@H]2COC(C)(C)O[C@H]2c2ccccc2)cc1`?
TbREL1 inh: 2

What do the screens show for `Cc1ccc(Cn2c(=O)n(-c3ccccc3)c(=O)c3ccc(C(=O)NCc4ccco4)cc32)cc1`?
TbREL1 inh: 3

Results for Cc1c(C(=O)N/N=C/c2cccnc2)nnn1-c1nonc1N ?
TbREL1 inh: 0

Pulled by structure from the list above:
What do the screens show for `N#Cc1nc(COc2ccc(F)cc2)oc1NCCN1CCOCC1`?
TbREL1 inh: -3

How did NS(=O)(=O)c1ccc(Nc2nc(-c3ccc4ccccc4c3)cs2)cc1 do in these assays?
TbREL1 inh: 4

Gathered by group: those above containing four or more nitrogen atoms (10)
What do the screens show for `CCCCN(C(=O)Cc1ccc2c(c1)OCCO2)c1c(N)n(CCC)c(=O)[nH]c1=O`?
TbREL1 inh: 7

What do the screens show for `O=c1c2cnn(-c3ccccc3)c2nc(-c2cccs2)n1-c1cccc(Cl)c1`?
TbREL1 inh: 5

Results for O=C(CSc1ccc(-c2ccccn2)nn1)Nc1nccs1 ?
TbREL1 inh: 1

Results for CCN(CC)C(=O)C1CCCN(c2ccc([N+](=O)[O-])cc2/C=N/NC(=O)c2cccc(Br)c2)C1 (stereo not given) ?
TbREL1 inh: 0

What do the screens show for `Cc1cccc(N(C(=O)c2snc(C(N)=O)c2N)C(C(=O)NCC2CCCO2)c2ccc3ncccc3c2)c1` (stereo not given)?
TbREL1 inh: -4

How did CC(=O)Nc1nnc(SCC(=O)NC2CCCC2)s1 do in these assays?
TbREL1 inh: 1

Results for N#C/C(=C/c1cccc([N+](=O)[O-])c1)c1nnc2n1CCCCC2 ?
TbREL1 inh: 0

What do the screens show for `N#Cc1nc(COc2ccc(F)cc2)oc1NCCN1CCOCC1`?
TbREL1 inh: -3

How did Cc1cc(/C=N/Nc2nc(N3CCOCC3)nc(N3CCOCC3)n2)c(C)n1-c1ccccc1 do in these assays?
TbREL1 inh: 5

Results for Cc1c(C(=O)N/N=C/c2cccnc2)nnn1-c1nonc1N ?
TbREL1 inh: 0
